Screening results (PubChem)
FXIIa inh 1536 – blocks human coagulation factor XIIa protease activity | AID 800 | P00748 | purified FXIIa, Boc-QGR-AMC fluorogenic substrate, 2 h | actives 0.3% (n = 220,000) | inhibition, % at 5 µM; in the data active = inhibition above about 40%;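 note: 0% = enzyme with no compound and 100% = blank without enzyme; many of its hits are not listed in these tables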
Furin inhibitor – human furin inhibition | P09958 | purified furin, fluorogenic substrate cleavage | inhibition, % at 30 µM | actives 0.061% (n = 220,000) | AID 463115; in the data active = inhibition above about 25%; note: inactives centre near -15
p97 ATPase inh – human p97 ATPase inhibition. inhibition, % at 8 µM. actives 0.42% (n = 220,000). AID 1481. recombinant p97 ATPase, Kinase-Glo ATP luminescence, 3 h; in the data active = inhibition above about 15%;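 note: 0% = DMSO vehicle and 100% = wells lacking enzyme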
Target sequence (P55072 whole entry, looked up): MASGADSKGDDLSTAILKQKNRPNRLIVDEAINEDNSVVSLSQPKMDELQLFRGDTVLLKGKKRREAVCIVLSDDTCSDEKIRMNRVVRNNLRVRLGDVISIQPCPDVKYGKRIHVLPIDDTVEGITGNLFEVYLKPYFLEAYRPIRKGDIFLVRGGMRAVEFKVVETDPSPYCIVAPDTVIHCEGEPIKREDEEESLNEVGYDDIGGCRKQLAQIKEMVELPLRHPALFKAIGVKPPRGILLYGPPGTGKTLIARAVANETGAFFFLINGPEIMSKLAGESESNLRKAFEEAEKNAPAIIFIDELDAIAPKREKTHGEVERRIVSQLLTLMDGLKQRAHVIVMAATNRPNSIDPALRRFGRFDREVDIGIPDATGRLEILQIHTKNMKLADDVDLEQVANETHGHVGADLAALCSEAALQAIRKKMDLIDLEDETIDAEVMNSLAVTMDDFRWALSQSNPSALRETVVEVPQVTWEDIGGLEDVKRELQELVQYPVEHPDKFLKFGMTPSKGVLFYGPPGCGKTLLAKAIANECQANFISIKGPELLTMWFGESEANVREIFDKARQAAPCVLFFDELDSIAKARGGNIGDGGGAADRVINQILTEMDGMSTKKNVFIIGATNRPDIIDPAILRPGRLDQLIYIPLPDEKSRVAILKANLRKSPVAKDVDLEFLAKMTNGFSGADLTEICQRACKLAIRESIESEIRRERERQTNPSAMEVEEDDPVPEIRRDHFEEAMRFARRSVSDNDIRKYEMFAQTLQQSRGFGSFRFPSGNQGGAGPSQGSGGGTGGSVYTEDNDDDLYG
thrombin 1536 – blocks human thrombin protease activity; inhibition, % at 5 µM; alpha-thrombin, Boc-VPR-AMC fluorogenic substrate cleavage; actives 0.26% (n = 220,000); AID 1046;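 active = inhibition at or above 40%; inactive = inhibition below 40%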;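 note: 0% = enzyme with no compound and 100% = wells without enzyme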
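Material: Human alpha-thrombin protein | Buffer or medium: pH 7.5 Tris-saline with Tween 20 | Reagent: Boc-VPR-AMC substrate, 15 µM final | Schedule: Reaction at ambient temperature | Detection: AMC fluorescence at 355 nm excitation and 460 nm emission | Evaluation: Percent inhibition scaled between no-compound controls and no-enzyme blanks | Controls: no-compound enzyme wells and no-enzyme blanks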
PERK inh – blocks human PERK kinase; AID 1416; Q9NZJ5; actives 0.17% (n = 220,000); inhibition, % at 5.6 µM; CHO PERK-DD fusion, SEAP luminescence translation reporter;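 active = inhibition above the mean inhibition of all tested compounds plus 3 SD, set separately per screening campaign, cut at about 2.9% in these data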;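 note: PERK kinase domain activated by AP20187 dimerizer at 100 nM; 0% = DMSO with dimerizer and 100% = rapamycin at 8.4 µM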
Wee1 degr inh – inhibitors of human Wee1 degradation | reporter increase, % at 5 µM | HeLa Luc-Wee1K328M stability, luciferase luminescence; 100% = proteasome inhibitor MG132 effect | actives 1.2% (n = 220,000) | P30291 | AID 1321;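 active = activation above the mean of all tested compounds plus 3 SD, set per screening run, cut at about 8.8% in these data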;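 note: cells exposed to compound for 20 h before luminescence read; 0% = DMSO alone and 100% = MG132 at 30 µM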
KLK5 inh – kallikrein 5 (human) inhibition; AID 873; actives 0.59% (n = 210,000); recombinant hK5, fluorogenic AMC substrate cleavage; inhibition, % at 5 µM; Q9Y337;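 active = inhibition of 40% or more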;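 note: 0% = enzyme controls without compound and 100% = no-enzyme blanks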
Target sequence (Q9Y337 67-293 limits assumed): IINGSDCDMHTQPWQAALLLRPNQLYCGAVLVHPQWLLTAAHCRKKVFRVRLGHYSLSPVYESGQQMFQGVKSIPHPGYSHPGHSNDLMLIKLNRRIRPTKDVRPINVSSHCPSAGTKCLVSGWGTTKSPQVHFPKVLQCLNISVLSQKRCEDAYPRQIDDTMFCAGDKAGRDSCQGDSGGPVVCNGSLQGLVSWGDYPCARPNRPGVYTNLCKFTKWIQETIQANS
FXIa inh – blocks human coagulation factor XIa protease activity; P03951; purified FXIa, Boc-Glu-Ala-Arg-AMC fluorogenic substrate; inhibition, % at 5 µM; actives 0.14% (n = 220,000); AID 798;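 active = inhibition of at least 40%; inactive = inhibition below 40%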;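 note: fluorescence of freed AMC excited at 355 nm; 0% = enzyme without compound and 100% = no enzyme blank; many of its hits are not listed in these tables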
Cl transport mod – KCC2 (human) Cl- transport modulation; AID 1456; KCC2 cells, thallium flux FluoZin-2 fluorescence; Q9H2X9; actives 2.2% (n = 190,000); B-score of Tl+ flux slope (higher = more flux/activation; lower = inhibition) at 10 µM;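 active = thallium flux slope and its plate-corrected score both differing from the plate sample mean at a set confidence after two filtering rounds, in either direction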;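 note: slope of fluorescence scaled to starting intensity during 10 to 20 s after thallium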
An asterisk follows results filed as active; · = no result given; [ ] = another dose, or the depositor's remark. No enrichment for hits; 4.4% or so of the library scored in one or more.

SMILES	FXIIa inh 1536	Furin inhibitor	p97 ATPase inh	thrombin 1536	PERK inh	Wee1 degr inh	KLK5 inh	FXIa inh	Cl transport mod
Cc1nc2ccccc2c(=O)n1NC(=O)CCC(=O)O	11	-18	3	8	0.1	-1	-1	2	1.2
COc1cc(C(C#N)N2CCC(c3ccccc3)=N2)ccc1O (centres undefined)	15	-15	-3	2	-0.1	0	5	3	-3.3
COc1ccc(C(CNC(=O)c2ccccc2SC)N(C)C)cc1 (centres undefined)	5	-25	0	-1	0.5	-3	3	-2	0.69
CC(C)c1ccc(N2C(=O)CC(Sc3nc4ccccc4o3)C2=O)cc1 (centres undefined)	2	1[20 µM]	2	-3	0.2	2	0	3	0.22
Cc1ccc(S(=O)(=O)N2CCC(C(=O)OCC(=O)N3CC(=O)Nc4ccccc43)CC2)cc1	-19	-36	3	-8	0.1	-2	-3	-13	0.27
CCCCCCCC(=O)N/N=C/c1ccncc1	-1	-11	-6	-6	0.5	-3	-2	-5	-1.1
CN(C(=O)c1ccccn1)c1nnc(-c2cccnc2)s1	10	-11[20 µM]	6	1	0.9	-2	10	10	0.84
O=C(Nc1ccc(N2CCOCC2)c2nonc12)C1CCCC1	12	-6[20 µM]	2	1	0.2	0	-1	4	1.3
CCC(=O)N1c2ccc(S(=O)(=O)CCC(=O)NCc3cccs3)cc2CC1C (centres undefined)	16	-17[20 µM]	2	1	-0.6	3	2	10	-0.66
COc1cc(C2NC(=O)NC(c3ccccc3)=C2C(C)=O)cc([N+](=O)[O-])c1O (centres undefined)	10	-21	4	1	0.7	-2	·	4	-0.33
C=CCn1c(SCC(=O)Nc2ccc(NC(=O)c3ccco3)c(OC)c2)nnc1-c1ccncc1	19	-17	2	-9	0.1	-2	-11	4	·
O=C(c1ccc([N+](=O)[O-])cc1)N1CCc2ccccc2C1	7	-25	4	0	0.4	-2	-6	2	-0.71
COc1ccc(NS(=O)(=O)c2ccc(N3CCOCC3)c(NC(=O)c3ccco3)c2)cc1	·	-27	4	-5	1.7	1	-2	-2	-0.12
O=C(O)CSc1nc2c(cnn2-c2ccccc2)c(=O)n1-c1ccc(Br)cc1	7	-17	-1	1	0.1	-3	-8	4	-5.6*
NC(=S)Cc1nc(-c2ccccc2)cs1	7	-27	7	-6	0.5	-1	-18	-2	-1.4
CCN1CCN(CCC(=O)Nc2ccccc2OC)CC1	7	-19	-1	0	-0.2	-1	-15	0	·
Cc1cc(C)c(O)c(-c2cc(C(=O)NCCc3ccc(S(N)(=O)=O)cc3)[nH]n2)c1	12	-22	2	-2	0.6	4	2	2	1.4
CC1CCCCN1S(=O)(=O)c1ccc(NC(=O)CSc2nnnn2C)cc1 (centres undefined)	-4	-16	2	-5	0.2	-2	-7	-12	-0.39
COc1cc(/C=N/NC(=O)COc2ccccc2C)ccc1OC(=O)c1cccs1	14	-10[20 µM]	-1	1	0.3	-3	-9	9	-0.1
O=C(/C=C/c1ccccc1)NC(=S)NNC(=O)c1cnccn1	8	-28	2	-2	-2.5	-3	-21	1	0.81
CCOc1ccc2nc(NC(=S)NCc3ccccc3)sc2c1	10	-7[20 µM]	-7	4	-1.7	-1	-55	1	·
CCOC(=O)c1sc2nc(N3CCOCC3)c3c(c2c1N)CCN(C)C3	-4	-3[20 µM]	-5	1	0.1	3	-3	-6	-0.34
Cc1ccc(C2(C)NC(=O)N(CC(=O)Nc3ccc(-c4nc5ccc(C)cc5s4)cc3)C2=O)cc1 (centres undefined)	-6	-33	3	-5	1.1	3	-8	-7	0.38
N#CC1c2ccccc2C=CN1C(=O)c1ccccc1 (centres undefined)	10	-2	-2	1	0.2	6	2	1	-0.014
O=C(NNc1ccc([N+](=O)[O-])cc1)c1ccccc1F	6	-7	7	-2	1.1	-4	-1	3	0.012
CCN1C=CC(=C2C(=O)c3ccccc3C2=O)C=C1	8	12	-18	1	1.5	-2	5	3	0.52
CCc1c(C)nc(N)nc1Cl	11	-19	1	0	0.9	7	-2	-1	0.63
COc1ccc2[nH]c3c(NCCCN4CCCC4=O)ncnc3c2c1	-5	-11[20 µM]	0	0	-0.1	-1	54*	1	0.036
CCOC(=O)c1[nH]c(C)c(C)c1C	12	-9	-5	6	-0.2	2	-3	-1	0.31
Cc1cc2ccc(C)c(C)c2nc1SCC#N	26	-21	0	5	0.2	2	1	20	·

Full records from above.
CCN1CCN(CCC(=O)Nc2ccccc2OC)CC1 as listed: FXIIa inh 1536: 7; Furin inhibitor: -19; p97 ATPase inh: -1; thrombin 1536: 0; PERK inh: -0.2; Wee1 degr inh: -1; KLK5 inh: -15; FXIa inh: 0; Cl transport mod: ·
Cc1cc2ccc(C)c(C)c2nc1SCC#N as listed: FXIIa inh 1536: 26; Furin inhibitor: -21; p97 ATPase inh: 0; thrombin 1536: 5; PERK inh: 0.2; Wee1 degr inh: 2; KLK5 inh: 1; FXIa inh: 20; Cl transport mod: ·

Laid out differently: entries from further up.
Below each compound – FXIIa inh 1536	Furin inhibitor	p97 ATPase inh	thrombin 1536	PERK inh	Wee1 degr inh	KLK5 inh	FXIa inh	Cl transport mod
O=C(NNc1ccc([N+](=O)[O-])cc1)c1ccccc1F
    6	-7	7	-2	1.1	-4	-1	3	0.012
CCN1C=CC(=C2C(=O)c3ccccc3C2=O)C=C1
    8	12	-18	1	1.5	-2	5	3	0.52

Continued:
SMILES	FXIIa inh 1536	Furin inhibitor	p97 ATPase inh	thrombin 1536	PERK inh	Wee1 degr inh	KLK5 inh	FXIa inh	Cl transport mod
Cc1cc(C(=O)NNC(=O)Nc2cccc(C(F)(F)F)c2)no1	-3	-35	1	0	0.4	-1	-25	-6	0.71
COc1ccc(C(=O)N/N=C(\c2ccccc2)c2ccccn2)cc1	3	8	-3	-7	-1.3	2	-26	1	-0.0045
Cc1onc(-c2ccccc2Cl)c1C(=O)NCCCN1CCOCC1	6	-8	0	-2	0.4	0	2	6	·
Cc1ccc(S(=O)(=O)c2c(N)n(/N=C/c3ccco3)c3nc4ccccc4nc23)cc1	4	-3	-1	-5	1.1	1	-19	-5	0.51
O=C(c1cccnc1Cl)N(Cc1ccccc1)Cc1ccccc1	10	-13	-3	-3	-0.1	0	-1	-7	-0.22
O=C(N/N=C\c1cc(Cl)ccc1O)c1ccc(S(=O)(=O)N2CCCCC2)cc1	4	-17	1	-10	0.3	0	-34	-5	0.57
O=C(c1cccnc1)N1CCN(Cc2ccccc2Br)CC1	16	-15[20 µM]	-2	0	0.3	0	2	5	-1.4
Cc1ccccc1C(=O)Nc1ccc(S(=O)(=O)N2CCN(C)CC2)cc1	3	-8[20 µM]	7	-8	-0.1	4	-17	1	-0.49
COCc1ccc([C@@H]2C[C@H]3CN(Cc4ccccc4C)C(=O)[C@]34CCCN24)o1	1	-18	-3	-5	0.4	2	·	-3	·
CCCCN1Cc2cc(C(=O)c3cc(OC)ccc3O)cnc2NC1=O	14	-13[20 µM]	2	2	-0.6	-1	-27	5	0.054
Cc1ccccc1NS(=O)(=O)c1ccc(Cl)cc1	5	-23	-5	-12	0.7	2	-3	-3	0.059
O=C(Nc1ccc(F)c([N+](=O)[O-])c1)c1ccc2c(c1)OCCO2	6	-28	2	1	0.2	4	-22	-4	0.81
CCOC(=O)c1sc2nc(CC(=O)OC)nc(N3CCN(c4ccc(OC)cc4)CC3)c2c1C	19	1[20 µM]	-9	8	-3.1	0	-12	4	·
CCc1ccc(CCC(=O)Nc2ccccc2C(=O)O)o1	18	3[20 µM]	-8	2	-0.1	1	1	5	-1.1
Cc1ccc(N2C(=O)c3ccc(C(=O)O)cc3C2=O)c(C)c1	9	-7	2	-4	0.8	8	12	17	1.3
O=C(Cc1cnn(-c2ccccc2)c1)c1ccc(O)c(O)c1O	8	-16[20 µM]	12	3	-0.5	-3	-180	-1	-0.39
O=C1CCn2nc(-c3ccc(Cl)cc3)cc2N1	22	-23	4	-1	0.8	5	5	-2	-0.011
CC1=C(C(=O)Nc2ccccc2)C(c2ccco2)NC(=S)N1 (centres undefined)	13	-18[20 µM]	0	4	0.5	-2	-22	7	-0.45
O=C(CSc1nc2c(c(=O)n1-c1ccc(Cl)cc1)SCC2)Nc1ccc2c(c1)OCCO2	15	-24	6	-1	-0.3	-1	-11	7	-1.3
CCOC(=O)C1CCN(C(=S)NC2CCCC2)CC1	·	-15	4	-6	-0.6	-1	-3	-4	0.33
CNc1cc(CSc2ccc(Cl)cc2)nc(C)n1	-2	-29	4	-3	1.0	5	-2	1	-0.83
NS(=O)(=O)c1ccc(N2CCCCCC2)c([N+](=O)[O-])c1	10	-27	6	-4	1.3	0	1	1	1.2
O=C1NCN(c2ccccc2)C12CCN(c1nnnn1-c1ccccc1)CC2	15	-6[20 µM]	-5	-1	-2.6	1	5	1	-3.3
O=C(CCc1nnc(C2CCCCC2)o1)N1CCN(Cc2ccccc2)CC1	7	-20	-2	-3	0.8	0	-2	-1	0.76
O=C(O)c1cccc(Cn2c(Cl)c(/C=N/NC(=O)c3cccc(O)c3)sc2=O)c1	5	-27	10	1	0.8	1	3	13	-0.0043
O=C(NCc1ccccc1)c1csc2c1CCCC2	6	-9	-1	4	-0.3	-2	0	1	0.1
CCOc1nc(-c2ccccc2O)nc2ccccc12	9	-16[20 µM]	-1	0	-0.1	3	2	2	0.47
Cc1cc(C(=O)N/N=C2\CCCC(=O)C2)c(C)n1-c1ccccc1	8	-23	-2	-14	0.5	0	-9	-3	-1.2
CCOC(=O)/C=C/C(=O)Nc1ccccc1C(=O)NC1CCCCC1	2	-25	-7	-6	-1.0	5	-16	-6	1.3
CCCCNS(=O)(=O)c1ccc2nc(-c3cccnc3)cc(C(=O)NC3CC3)c2c1	6	-10	0	-4	-0.8	7	-4	3	0.033
CC(C)C(=O)Nc1ccc(C(=O)NNC(=S)NC(=O)c2ccccc2[N+](=O)[O-])cc1	11	-22	3	-5	-0.3	-1	·	0	0.3
Oc1ccccc1C1Nc2cccc3cccc(c23)N1	8	4	7	6	0.9	-1	-14	3	0.41
Cc1ccc(NC(=S)Nc2ccc3cn[nH]c3c2)c(C)c1	8	-29	6	25	0.0	0	1	1	1.2
COc1ccc(-c2nnc(SCC(=O)N3CCc4ccccc4C3)o2)cc1	-1	-25	0	-10	0.2	-3	-23	2	-3.5*
CC(SCCc1ccccn1)C(=O)O (centres undefined)	12	-11	4	2	0.7	1	-9	5	-0.42
O=S(=O)(Nc1ccc(Oc2ncccn2)c(Cl)c1)c1ccc(F)cc1	6	-19[20 µM]	4	-6	0.9	1	-2	-20	·
N#Cc1c(C#N)c(-c2ccccc2)n(-c2ccc(C(=O)O)cc2)c1N	15	-14	1	4	0.6	-2	-2	2	0.53
COC(=O)C(CC(C)C)NC(=O)CNC(=O)c1ccccc1C (centres undefined)	1	-24[20 µM]	1	-5	0.4	3	-14	-2	0.53
Cc1cc(C)n(CCc2nc(-c3cc4ccccc4o3)cs2)n1	15	-11	-5	4	-0.2	-1	5	3	-1.2
Cc1nn(CCc2n[nH]c(=S)n2-c2ccc(F)c(Cl)c2)c(C)c1[N+](=O)[O-]	23	-15[20 µM]	0	4	0.0	1	-2	18	·
COC(=O)Cn1cnc2c(nnn2-c2ccc(C)cc2)c1=O	11	-15[20 µM]	6	33	1.2	-2	33	18	0.23
COC(=O)c1ccc(Cn2nc([N+](=O)[O-])c(Br)c2C)cc1	7	-25	-2	-4	0.7	0	-5	2	-0.17
CCOc1ccc(CNc2ccc3c(c2)nc(C)n3C)cc1	13	-17[20 µM]	-2	-1	-0.9	-1	-19	5	-0.27
CS(=O)(=O)N1CCCC(C(=O)Nc2ccc3c(c2)OCCO3)C1 (centres undefined)	7	-25	3	-9	0.9	1	0	-4	1.2
